NPY1 pot ag – human NPY-Y1 potentiation or agonism, primary screen; P25929; NPY-Y1 expressing cells, potentiator/agonist activation; activation, % at 3.6 µM; 0.37% of 220,000 active; AID 1304; in the data active means activation above about 33%, passing the limit was not always enough;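 further: cells stimulated with NPY at EC10 then isoproterenol at EC100; 0% = low agonist plus stimulus and 100% = saturating agonist plus stimulus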
Target sequence (P25929 whole entry, looked up): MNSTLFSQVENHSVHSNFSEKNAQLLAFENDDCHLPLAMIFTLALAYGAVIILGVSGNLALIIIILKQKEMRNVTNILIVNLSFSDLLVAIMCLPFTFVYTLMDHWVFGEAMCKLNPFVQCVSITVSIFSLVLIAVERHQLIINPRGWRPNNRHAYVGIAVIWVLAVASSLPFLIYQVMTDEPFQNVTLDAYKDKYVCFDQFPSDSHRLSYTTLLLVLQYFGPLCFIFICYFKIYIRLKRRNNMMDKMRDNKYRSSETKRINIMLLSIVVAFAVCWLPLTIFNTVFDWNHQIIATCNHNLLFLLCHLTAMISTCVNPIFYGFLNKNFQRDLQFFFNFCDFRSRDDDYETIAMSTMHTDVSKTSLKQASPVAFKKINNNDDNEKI
PGE2 EP2 inh – EP2 receptor (human) inhibition | AID 1422 | C6 glioma cells expressing human EP2, cAMP TR-FRET; cells stimulated with saturating PGE2 | P43116 | inhibition, % at 25 µM | 0.52% of 260,000 active;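 active means percent inhibition above 40 after rounding to a whole number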;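 further: rat C6 glioma host cells with rolipram phosphodiesterase inhibitor present; the protocol text gives 20 µM as final concentration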
NPY2 pot ag – human NPY-Y2 potentiation or agonism, primary screen | P49146 | cells expressing NPY-Y2, potentiator/agonist read-out | activation, % at 3.6 µM | 0.45% of 220,000 active; in the data active means activation above about 27%;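 further: cells stimulated with NPY near EC25 plus isoproterenol at EC100; 0% = vehicle plus submaximal agonist and 100% = vehicle plus saturating agonist; some results beyond the cut were filed as inactive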
EP2 modulator – modulators of human EP2 prostaglandin E2 receptor | P43116 | EP2-expressing cells, cAMP HTRF FRET, PGE2 co-stimulation | induction, % at 25 µM | 0.83% of 260,000 active;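 active means compounds whose cAMP rise, as percent of the full-agonist control response, exceeds 60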;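 further: rat C6 glioma line stably carrying human EP2 under a CMV promoter; the protocol text gives 20 µM as final concentration; 100% = response of wells given 1 µM PGE2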
NPY Y1 blocker – blocks the human neuropeptide Y Y1 receptor | HEK293-CNG Y1 cells, membrane potential fluorescence; NPY at EC95, then isoproterenol | inhibition, % at 3.6 µM | 1% of 200,000 active | AID 1040;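 active means inhibition above the campaign mean inhibition of all tested compounds plus 3 SD, cut at about 20% in these data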;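 further: 0% = DMSO wells given NPY plus isoproterenol and 100% = isoproterenol alone without NPY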
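Test system: HEK293 cells co-expressing NPY Y1 receptor and cyclic-nucleotide gated channel; Also added: NPY (25 nM), isoproterenol (1 µM), Ro 20-1724 (25 µM); Compound dosing: one concentration, 3.6 µM, in 0.4% DMSO; Timing: dye 3 h, compound 60 min room temperature, stimulation 45 min; Technique: Membrane-potential fluorescent dye readout.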
p97 ATPase inh – inhibitors of human p97 ATPase. recombinant p97 ATPase, Kinase-Glo ATP luminescence, 3 h. P55072. 0.42% of 220,000 active. inhibition, % at 8 µM; in the data active means inhibition above about 15%;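 further: 0% = DMSO vehicle and 100% = wells lacking enzyme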
S1P4 ag – human S1P4 receptor agonism; activation, % at 4.98 µM; 0.35% of 220,000 active; AID 1509; O95977; S1P4-expressing cell line, agonist reporter assay; in the data active means activation above about 11%;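 further: 0% = DMSO vehicle and 100% = reference agonist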
Target sequence (O95977 whole entry, looked up): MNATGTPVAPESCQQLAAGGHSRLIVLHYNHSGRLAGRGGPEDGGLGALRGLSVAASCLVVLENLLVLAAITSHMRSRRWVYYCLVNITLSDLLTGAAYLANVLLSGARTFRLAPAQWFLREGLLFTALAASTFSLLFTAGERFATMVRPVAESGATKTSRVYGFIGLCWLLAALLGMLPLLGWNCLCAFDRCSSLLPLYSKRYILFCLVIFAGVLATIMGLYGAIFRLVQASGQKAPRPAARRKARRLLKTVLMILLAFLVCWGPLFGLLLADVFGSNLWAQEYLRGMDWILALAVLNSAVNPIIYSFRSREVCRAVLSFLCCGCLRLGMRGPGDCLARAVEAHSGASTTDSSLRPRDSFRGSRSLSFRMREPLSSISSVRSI
S1P4 antag – human S1P4 receptor antagonism; AID 1510; inhibition, % at 4.98 µM; S1P4-expressing cells, antagonist mode, reporter read-out; 0.26% of 220,000 active; in the data active means inhibition above about 29%;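 further: 0% = wells stimulated with agonist and 100% = vehicle wells without agonist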
eIF4E 4G PPI – inhibitors of eIF4E and eIF4G interaction in translation initiation; P63073+Q04637; TR-FRET eIF4E-eIF4GI(517-606) binding, 2 h; inhibition, % at 21.7 µM; 0.37% of 220,000 active; AID 782;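 active means inhibition above about 30%, limit read from the data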;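 further: 0% = full FRET control wells and 100% = background wells lacking eIF4GI fragment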
Active calls of the source: *; . = not tested or not shown; & = joins results of further samples; [ ] = another dose, or the depositor's remark. Only part of the results is shown. The share of hits here may be higher or lower than overall.

SMILES	NPY1 pot ag	PGE2 EP2 inh	NPY2 pot ag	EP2 modulator	NPY Y1 blocker	p97 ATPase inh	S1P4 ag	S1P4 antag	eIF4E 4G PPI
O=C1COc2ccc3ccccc3c2CN1	-9	4	-9	25	-1	1	-1.2	18	0
COc1ccccc1NC(=O)CCn1c(=O)sc2ccccc21	-22	7	-7	9	1	3	-0.7	-5	-3[fluorescence artefact?]
COC(=O)CSc1nc2sc3c(c2c(=O)n1-c1ccccc1)CCN(C)C3	-8	14	-11	-8	-4	-2	0.8	-14	-3
CCCN(CCC)S(=O)(=O)c1ccc(NS(=O)(=O)c2ccc(F)cc2)cc1	10	6	-20	-2	-3	1	-2.7	15	-1
CCOC(=O)c1c(-c2ccc(C)cc2)csc1/N=C(\C)C1=C(O)c2ccccc2C1=O	-16	8	9	19	.	3	0.6	7	4
CCOC(=O)CNC(=O)CSc1nccn1Cc1ccco1	10	5	15	-14	-4	4	0.6	3	-7
Cc1c(Cl)cccc1NC(=S)N1CCN(S(=O)(=O)c2cccs2)CC1	4	6	7	-31	1	-1	0.3	2	-2
CCOc1ccccc1CNS(=O)(=O)c1ccc2[nH]c(=O)sc2c1	-12	11	-1	34	-1	3	-1.5	-21	-1
Oc1ccccc1/C=N/n1c(-c2cccs2)n[nH]c1=S	14	7	-11	-19	3	4	3.0	-8	14
COc1cccc(NC(=O)c2ccc(S(=O)(=O)N3CCCCC3)cc2)c1	-4	10	-12	0	3	2	-0.2	-6	-3
CCOc1ccc(C(=O)N2CCc3cc(OC)c(OC)cc3C2)cc1OCC	2	7	6	27	5	2	0.8	-8	-1
COc1ccc(CC(=O)N2CCN=C2SCc2cccc([N+](=O)[O-])c2)cc1	-6	3	10	-12	4	2	3.5	8	-2
CC(C)N(Cc1nc(-c2ccc(Cl)cc2)no1)C(=O)CN(C)S(=O)(=O)c1ccc(Cl)cc1	-3	2	-4	-11	-5	-2	0.7	-22	2
CCCCNC(=O)NNC(=O)COc1cc(C)cc(C)c1	5	7	11	-14	-1	-1	-1.1	-13	3
CCC1(C(=O)OC)NC(c2ccco2)C2C(=O)N(c3ccccc3)C(=O)C21 (stereo unspecified)	11	4	11	15	1	4	0.5	5	5
O=C1C2C3C=CC(c4ccccc4)(C2C(=O)N1c1cccc(Cl)c1)C1C(=O)N(c2cccc(Cl)c2)C(=O)C31 (stereo unspecified)	12	9	15	-14	4	-1	-0.6	-11	3
O=C(Nc1nc(-c2cccnc2)cs1)c1ccc([N+](=O)[O-])cc1	8	14	-3	-35	.	2	-1.1	1	0
Cc1ccc(S(=O)(=O)N2CCN(Cc3nc4sc(C)c(C)c4c(=O)[nH]3)CC2)cc1	-31	9&14	-10	14&-21	5	-4	0.2	-1	6
CC(C)(C)[C@@H]1C=C(C(=O)Nc2ccccc2)O[C@H](OCc2ccc(CO)cc2)C1	10	2	-9	23	5	4	-1.4	-8	1
Cc1ccc(-n2nc(CC#N)c(C#N)c2N)cc1Cl	-26	10	0	0	8	-3	-0.8	-11	-5
CCCCOc1ccc(C(=O)N/C(=C/C=C/c2ccccc2)C(=O)NCCO)cc1	-13	9	-4	49	-2	-3	0.4	-7	0[fluorescence artefact?]
COc1ccc(NC(=O)CCN2CCN(S(=O)(=O)c3cc(Cl)ccc3OC)CC2)cc1	-1	20	2	-2	4	-4	1.1	-12	3[fluorescence artefact?]
CCCCOc1ccc(Cc2cnc(N)nc2N)cc1	-21	6	-29	-32	.	3	-0.8	1	-6
CC(C)Cc1cc(C(=O)NCc2ccco2)no1	-6	8	-1	8	2	6	2.0	-8	1
CC1CCc2nc3ccc(S(=O)(=O)N4CCC(C(=O)N5CCCCCC5)CC4)cc3c(C(=O)O)c2C1 (stereo unspecified)	-4	4	-11	2	6	-2	1.5	-9	1

Whole records as entered above. Order of values: NPY1 pot ag, PGE2 EP2 inh, NPY2 pot ag, EP2 modulator, NPY Y1 blocker, p97 ATPase inh, S1P4 ag, S1P4 antag, eIF4E 4G PPI
Record of `CC(C)Cc1cc(C(=O)NCc2ccco2)no1` → -6, 8, -1, 8, 2, 6, 2.0, -8, 1
Record of `CCCN(CCC)S(=O)(=O)c1ccc(NS(=O)(=O)c2ccc(F)cc2)cc1` → 10, 6, -20, -2, -3, 1, -2.7, 15, -1

(listing goes on)
SMILES	NPY1 pot ag	PGE2 EP2 inh	NPY2 pot ag	EP2 modulator	NPY Y1 blocker	p97 ATPase inh	S1P4 ag	S1P4 antag	eIF4E 4G PPI
CCOC(=O)c1c(CSc2cccs2)n(C)c2cc(Br)c(O)c(CN(C)C)c12	-60	3	-53	-49	59*	2	0.6	8	2
Cc1[nH]c(=O)[nH]c(=O)c1S(=O)(=O)N1CCCC(C(=O)N2CCN(c3cccc(C(F)(F)F)c3)CC2)C1 (stereo unspecified)	-5	8	2	5	2	2	-0.5	0	-1
O=C(c1ccc(Cn2c(=S)[nH]c3cc4c(cc3c2=O)OCO4)cc1)N1CCN(c2ncccn2)CC1	7	5	8	-64	-1	3	2.4	0	0
CC(C)CNC(=O)c1oc2ccccc2c1COc1ccccc1	-29	3	-6	47	15	-4	1.8	15	-1[fluorescence artefact?]
O=C1/C(=C\c2ccco2)SC(=S)N1c1ccc(O)cc1	3	12	8	25	-3	9	-0.1	-13	-2
Cc1c(Br)c([N+](=O)[O-])nn1CC(=O)Nc1ccc(Cc2ccncc2)cc1	4	9	18	16	0	0	2.9	0	1[fluorescence artefact?]
O=C(c1ccccc1)N1CCN(C(=O)c2ccccc2)C1c1ccccc1	20	6	6	13	1	1	0.6	-12	3
NC(=S)NNC(=O)c1cccc(Br)c1	4	4	-4	-8	4	1	0.5	-4	-11
CCn1cc(C(=O)N2CCOCC2)c(=O)c2cc(S(=O)(=O)N(C)C)ccc21	-1	1	0	19	-3	2	-0.5	-23	-5
COc1ccc(N(Cc2ccccc2)S(=O)(=O)c2cccc(C(=O)NC3=NCCS3)c2)cc1	-4	6	-8	0	-1	1	0.5	-24	6
O=C1C(Cl)=C(N2CCOCC2)C(=O)N1c1ccccc1	9	4	12	1	-2	7	-1.2	9	1[fluorescence artefact?]
O=C(O)CSc1nc(-c2ccc(Cl)cc2)nc2c1oc1ccccc12	-28	7	-10	30	6	1	0.7	13	8
Cc1nc2ccccc2c(=O)n1NC(=O)Cc1ccc([N+](=O)[O-])cc1	5	5	14	-9	-1	4	-1.0	-13	4
CC(=O)c1cccc(N(CC(=O)Nc2ccccc2F)S(C)(=O)=O)c1	-8	12	-1	6	2	1	-0.5	-5	3
Cc1ccc(C)c(NC(=S)NCCN2CCOCC2)c1	22	29	4	.	-4	8	0.9	-19	.
COc1ccc(C(=O)Nc2cnc3sc(C)nn3c2=O)cc1	-6	13	14	-7	2	1	-0.4	1	4
O=C(NCC(c1cccnc1)N1CCN(c2ccccc2)CC1)c1ccc2c(c1)OCO2 (stereo unspecified)	-8	18	10	4	4	2	1.5	2	-6
COc1ccc(Br)cc1/C=N/NC(=O)c1nc(-c2ccccc2)n2c1CCCCC2	-8	14	3	4	-3	1	-1.1	8	-7
N=c1ncn(CC(O)CO)c2nc(N3CCOCC3)[nH]c12 (stereo unspecified)	2	15	-3	4	5	1	1.3	-9	-3
Cn1cc(SCC(=O)Nc2nc3ccccc3s2)c2ccccc21	-14	16	2	-8	1	5	3.1	-12	4
CN(Cc1ccccc1)C(=O)NC1CCCCC1	-13	4	5	31	-7	-1	1.0	5	-3
Cc1n[nH]c(C)c1SCC(=O)Nc1ccc(F)cc1	-3	15	1	11	1	0	0.3	-5	4[fluorescence artefact?]
Cc1c(NC(=O)Oc2ccccc2)sc(=S)n1C	25	8	3	-20	1	1	1.3	-14	-1
COc1ccc(CN2C(=O)c3ccccc3C2C(=O)NCc2cccnc2)c(OC)c1 (stereo unspecified)	18	8	6	13	-7	-4	0.9	-17	13
CC(=O)NCC(=O)N1CCCC(C(=O)c2ccc3c4c(cccc24)CC3)C1 (stereo unspecified)	-4	4	11	10	-1	5	0.5	-23	4
(further entries)
SMILES	NPY1 pot ag	PGE2 EP2 inh	NPY2 pot ag	EP2 modulator	NPY Y1 blocker	p97 ATPase inh	S1P4 ag	S1P4 antag	eIF4E 4G PPI
O=C(CCCNC(=O)c1ccc(Cl)cc1)Nc1ccc(S(=O)(=O)Nc2ncccn2)cc1	14	13	9	14	.	5	0.1	-10	4
CN1C(=O)C2CN(CCc3ccccc3)CNC2N(C)C1=O (stereo unspecified)	0	10	11	18	6	0	0.3	-25	-4
c1coc(-c2nnc(SCc3nc4ccccc4[nH]3)o2)c1	-7	9	-5	-3	9	5	-5.5	9	-1
Cc1ccc(NC(=O)C[n+]2cc(-c3ccccc3)n3c2CCC3)cc1	9	12	-8	-3	.	4	-0.2	6	-1
O=C(CSc1ccc(-c2ccc(Br)cc2)nn1)N1CCOCC1	-4	7	-12	-6	-5	-2	-2.1	3	2
COc1ccc2[nH]c(-c3ccc(C)cc3)cc(=O)c2c1	9	11	0	1	-2	1	1.7	1	2
CCNS(=O)(=O)c1ccc(NS(=O)(=O)c2cc(C)ccc2C)cc1	-19	9	-9	0	9	-2	1.1	-11	4[fluorescence artefact?]
O=C(CCCn1c(=O)oc2ccccc21)N1CCc2ccccc2C1	-23	10	-4	-8	6	-8	-0.1	3	-8
CCOC(=O)c1sc(=S)n(CC)c1N	16	17	10	-15	-5	4	2.4	-16	-4
O=C(Nc1nc(=O)[nH]s1)c1ccccc1	16	6	3	20	4	4	1.9	-6	-4
CCOC(=O)C1C(c2ccccc2)C(C(=O)OCC)C1c1ccccc1 (stereo unspecified)	13	11	-6	35	-1	4	1.7	-25	1
Cc1cccc(N2CCN(C(=S)NCCc3ccccc3)CC2)c1C	-10	3	1	-15	-1	-3	0.3	-21	0
CCOC(=O)c1oc2nc3c(cc2c1N)CCCC3	32	16	-15	-16	.	8	-1.3	1	0
Cn1cc(Br)c(C(=O)NC2CCCCC2)n1	2	10	7	17	-1	1	-0.4	-4	-2
Cc1cc(NC(=S)N(CCCN2CCN(C)CC2)Cc2ccco2)ccc1Cl	-14	14	4	-16	-2	0	0.5	-7	-1
CC(=O)Nc1ccc(OS(=O)(=O)c2ccccc2C)cc1	-1	10	-11	-42	1	-3	1.2	-10	0
O=C(CSc1ccc(-c2nc3ccccc3[nH]2)cn1)Nc1ccc(S(=O)(=O)N2CCCC2)cc1	-12	11	-15	-11	5	6	-2.2	-14	4
NC1=NC(=O)C(Cc2cccc(Cl)c2Cl)S1 (stereo unspecified)	17	7	-13	10	0	7	0.3	-21	-1[fluorescence artefact?]
O=C(CN1C(=O)C2CC=CCC2C1=O)NC1CCCCC1 (stereo unspecified)	-5	5	-3	-13	-2	-1	-2.4	-5	-2
COc1ccccc1N1CCN(C(=O)c2sc3nc(-c4ccc(F)cc4)cn3c2C)CC1	-19	.	-4	-6	3	1	0.0	-4	8
CCCC(=O)Nc1cccc(C(=O)Nc2ccccc2OCC)c1	-6	6	-1	-17	0	0	2.7	-17	3
Cc1ccc(-c2nn(CC(=O)NCc3ccco3)c(=O)c3ccccc23)cc1	12	5	5	17	5	-2	0.0	-10	-8
O=C(NCc1ccccn1)c1ccc(Cn2cc(C(F)(F)F)ccc2=O)cc1	8	8	3	29	-2	6	1.7	-22	-2

2 entries from above in another layout.
Compound,NPY1 pot ag,PGE2 EP2 inh,NPY2 pot ag,EP2 modulator,NPY Y1 blocker,p97 ATPase inh,S1P4 ag,S1P4 antag,eIF4E 4G PPI
c1coc(-c2nnc(SCc3nc4ccccc4[nH]3)o2)c1,-7,9,-5,-3,9,5,-5.5,9,-1
Cc1ccc(NC(=O)C[n+]2cc(-c3ccccc3)n3c2CCC3)cc1,9,12,-8,-3,.,4,-0.2,6,-1
